Source: PubChem (several laboratories)
ANO1 activ: mouse TMEM16A channel activation, primary screen | B-score at 10 µM | Q8BHY3 | AID 623877 | 340,000 tested, 0.3% active | HEK293 TMEM16A/YFP-H148Q/I152L, iodide quench fluorescence; stronger effect = lower value;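 active = fluorescence-ratio B-score plate-corrected deviation score at least 3 library SD below zero, with starting fluorescence score within 5 deviations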;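 also: channel opened by trigger with iodide after compound preincubation; score built on the fluorescence ratio of max minus min over baseline; more negative score means more quench and so TMEM16A activation or potentiation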
KCNK3 block: human KCNK3 channel inhibition, primary screen. O14649. CHO-KCNK3 thallium flux, FluxOR fluorescence; stronger effect = lower value. B-score at 10 µM. 340,000 tested, 0.84% active;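 active = B-score under library mean minus 4 SD, starting fluorescence ratio at most library mean plus 5 SD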;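 also: more negative B-score means stronger inhibition of thallium flux through KCNK3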
Target sequence (O14649 whole entry, looked up): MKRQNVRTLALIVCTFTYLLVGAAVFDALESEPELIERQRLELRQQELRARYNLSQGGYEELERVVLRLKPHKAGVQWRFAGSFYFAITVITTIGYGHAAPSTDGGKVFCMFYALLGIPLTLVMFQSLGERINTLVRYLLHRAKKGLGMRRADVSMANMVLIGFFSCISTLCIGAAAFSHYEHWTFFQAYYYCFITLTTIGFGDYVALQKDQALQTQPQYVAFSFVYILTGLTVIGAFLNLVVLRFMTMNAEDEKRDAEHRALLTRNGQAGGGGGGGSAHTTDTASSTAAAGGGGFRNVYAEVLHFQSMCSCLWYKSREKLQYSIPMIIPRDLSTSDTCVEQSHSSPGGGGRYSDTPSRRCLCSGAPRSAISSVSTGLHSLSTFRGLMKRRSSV
Dyrk1A ADPGlo: inhibitors of rat Dyrk1A kinase | Q63470 | inhibition, % at 12.5 µM | AID 504441 | ADP-Glo luminescence, NFATc1 peptide | 310,000 tested, 0.43% active; in the data active = inhibition above about 50%;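 also: plate controls were vehicle with enzyme for no effect and no enzyme for full effect; many of its hits are not listed in these tables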
HDAC3 inh: inhibitors of human histone deacetylase 3 | O15379 | recombinant HDAC3, fluorogenic peptide/trypsin coupled, fluorescence | inhibition, % at 8.3 µM | 320,000 tested, 0.15% active; in the data active = inhibition above about 26%, passing the limit was not always enough; inconclusive = no clear call, values can overlap the other calls
Target sequence (O15379 whole entry, looked up): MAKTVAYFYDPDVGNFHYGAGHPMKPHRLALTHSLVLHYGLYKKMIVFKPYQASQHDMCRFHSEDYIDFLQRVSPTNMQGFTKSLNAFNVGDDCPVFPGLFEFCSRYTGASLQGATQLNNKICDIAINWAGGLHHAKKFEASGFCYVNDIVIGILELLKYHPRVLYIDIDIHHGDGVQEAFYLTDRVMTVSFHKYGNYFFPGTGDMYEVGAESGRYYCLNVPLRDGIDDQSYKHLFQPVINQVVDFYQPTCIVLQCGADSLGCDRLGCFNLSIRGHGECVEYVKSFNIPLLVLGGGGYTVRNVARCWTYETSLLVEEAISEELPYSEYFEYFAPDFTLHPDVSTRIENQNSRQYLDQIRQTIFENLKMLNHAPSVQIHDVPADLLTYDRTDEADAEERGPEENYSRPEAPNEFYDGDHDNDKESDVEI
* marks the source's active call; other numbers are inactive results; i = inactive; ? = inconclusive. This is a subset, so the mix of outcomes need not match the whole.

SMILES | ANO1 activ | KCNK3 block | Dyrk1A ADPGlo | HDAC3 inh
COc1ccc(/C=C/C(=O)NNC(=O)c2ccncc2)c(OC)c1 | i | i | 5.2 | 13.8
COc1ccc(NC(=O)C2CCCCC2)cc1S(=O)(=O)N1CCOCC1 | i | i | -4.5 | -3.3
O=C(c1ccncc1)N1CCN(S(=O)(=O)c2cccc(C(F)(F)F)c2)CC1 | i | i | 1.9 | 5.0
COc1ccccc1N(CC(=O)NC1CCCCC1C)S(=O)(=O)c1cccs1 (stereo not given) | i | i | -4.5 | 2.3
Cc1nnc(SC(C)C(=O)N(C)C2CCCCC2)n1N (stereo not given) | i | i | -2.2 | -6.6
Cc1cccc(C(=O)NCCC(=O)N2CCc3ccccc3C2)c1 | i | i | -0.8 | 4.8
C[C@H](CO)N1C[C@H](C)[C@@H](CN(C)C(=O)Nc2ccccc2)Oc2c(NC(=O)Nc3ccc4c(c3)OCO4)cccc2C1=O | i | i | -7.2 | -3.6
Cc1cccc(NC(=O)CN(CC2CCCO2)C(=O)c2oc3ccc(F)cc3c2C)c1C (stereo not given) | i | i | -8.3 | 7.7
C[C@H]1COC(=O)[C@@H](Cc2ccc(F)cc2)CC/C=C/C[C@H](CC(=O)N(CCO)Cc2ccccc2)C(=O)N1 | i | i | 7.0 | -3.8
Nc1nc(SCC(=O)Nc2cccc(F)c2)n[nH]1 | i | i | 0.5 | -1.5
CCCc1cc(C(=O)OCC(=O)N2CCN(c3ccc(OC)cc3)CC2)sc1C | i | i | -1.3 | 7.2
CN(CC(=O)Nc1cccc(F)c1)C(=O)c1cn2ccccc2n1 | i | i | -1.5 | -5.0
Cc1cccc(NC(=O)c2ccccc2SCc2ccc(F)cc2)n1 | i | i | -0.5 | 12.1
C[C@H](CO)N1C[C@H](C)[C@H](CN(C)C(=O)Nc2ccc(C(F)(F)F)cc2)Oc2c(NC(=O)c3ccncc3)cccc2C1=O | i | i | 19.8 | 3.4
CCC(C(=O)n1cccc1C#N)c1ccccc1C (stereo not given) | i | i | 3.7 | -0.4
CCN(CC(=O)Nc1ccc(NC(C)=O)cc1)C(=O)C1CCCC1 | i | i | -4.5 | -3.9
Cc1ccc(N2C(=O)N3[C@@H]4c5ccccc5OC[C@@H]4[C@@H](c4ccccc4)[C@@]3(C)C2=O)cc1 | i | i | 6.4 | 4.1
COc1ccc(S(=O)(=O)N(C)C[C@H]2Oc3ccc(NC(=O)C4CC4)cc3C(=O)N([C@H](C)CO)C[C@@H]2C)cc1 | i | i | 12.5 | -4.0
CC1CCCCN1C(=O)COC(=O)c1ccc2ccccc2n1 (stereo not given) | i | i | -2.4 | 1.1
COc1ccc(C)cc1-n1nnnc1SCC(=O)NC1CCS(=O)(=O)C1 (stereo not given) | i | i | 0.7 | -1.6
CC(C)NC(=O)Nc1ccc2c(c1)C(=O)N([C@@H](C)CO)C[C@@H](C)[C@@H](CN(C)S(=O)(=O)c1ccc(F)cc1)O2 | i | i | 13.6 | -0.7
CC[C@@H](CC1CCCCC1)C(=O)N(Cc1ccccc1)c1ccccc1 | i | i | 4.1 | -1.6
CNC[C@H]1Oc2ccc(NC(=O)Nc3ccccc3)cc2CC(=O)N([C@H](C)CO)C[C@H]1C | i | i | 8.8 | 2.7
Cc1ccc(C(=O)OCC(=O)N2C(C)CCCC2C)s1 (stereo not given) | i | i | 0.9 | 12.0
CC(=O)Nc1ccc(NC(=O)COC(=O)/C=C/c2ccc3c(c2)OCO3)cc1 | i | i | 1.3 | -0.6

Later entries:
SMILES | ANO1 activ | KCNK3 block | Dyrk1A ADPGlo | HDAC3 inh
CCN1C[C@@H]2[C@@H]3C(=O)N(C)C(=O)[C@@H]3[C@](CC)(C1=O)N2C(=O)c1ccc(C(C)(C)C)cc1 | i | i | -0.7 | -5.1
O=C(CCCOc1ccccc1)Nc1ccc(Cl)c(S(=O)(=O)N2CCOCC2)c1 | i | i | 2.3 | -8.1
C=CC[C@@H](CC(=O)NCCO)C(=O)N[C@@H](COC(=O)[C@@H](CC=C)Cc1ccc(F)cc1)Cc1c[nH]c2ccccc12 | i | i | 3.4 | 25.9*
C=CCC[C@@H](Cc1ccc(F)cc1)C(=O)OC[C@@H](Cc1c[nH]c2ccccc12)NC(=O)[C@H](CC=C)CC(=O)NCCO | i | i | 3.6 | 9.3
CN(Cc1ccccc1)C(=O)COC(=O)c1ccc[nH]c1=O | i | i | -9.7 | 1.1
O=C(COC(=O)Cc1c[nH]c2ccccc12)Nc1cc(S(=O)(=O)N2CCOCC2)ccc1Cl | i | i | -3.1 | 2.7
CNC[C@H]1Oc2c(NC(=O)c3ccc(-c4nccs4)cc3)cccc2C(=O)N([C@@H](C)CO)C[C@@H]1C | i | i | 9.3 | 3.0
COc1cc(OC)cc(-c2c(-c3ccsc3)c3cc(Br)ccc3n2C)c1 | i | i | 19.6 | -2.0
COc1ccc(CC(=O)Nc2ccc(C)c(S(=O)(=O)N3CCCCCC3)c2)cc1 | i | i | 1.0 | 6.7
COCc1ccc(-c2c(-c3ccsc3)sc3ccccc23)cc1 | i | i | -0.3 | -8.7
CC1CCCCC1NC(=O)CCCN1C(=O)c2ccccc2C1=O (stereo not given) | i | i | 0.5 | 4.6
Cc1cc(C)c2c(=O)[nH]c(SCC(=O)Nc3cccc(S(=O)(=O)N(C)C)c3)nc2n1 | i | i | -6.5 | -2.6
CS(=O)(=O)c1ccc(NS(=O)(=O)c2ccc(Cl)c(C(=O)NCc3ccco3)c2)cc1 | i | i | -3.2 | 3.9
CN(C(=O)CN1CCCCCC1)c1c(N)n(Cc2ccccc2)c(=O)[nH]c1=O | i | i | -4.3 | 1.4
CCCCCC(=O)Nc1cccc(S(=O)(=O)NC2=NCCC2)c1 | i | i | -3.1 | 0.6
Cc1ccc(NC(=O)C2=COCCO2)cc1S(=O)(=O)N1CCOCC1 | i | i | 1.1 | 2.0
O=C(CNC(=O)c1ccc(-c2ccccc2)cc1)Nc1cccc(CO)c1 | i | i | -3.4 | 4.2
O=S(=O)(c1c(F)cccc1F)N1CCCC2CCCCC21 (stereo not given) | i | i | -6.2 | 6.8
Cc1ccc(S(=O)(=O)N2CCC(C(=O)OCC(=O)NC(C)c3ccc(F)cc3)CC2)cc1C (stereo not given) | i | i | 7.7 | 4.9
O=C(CSc1nccn1-c1cccc(F)c1)NC1CCCC1 | i | i | -2.5 | -0.2
Cc1ccc(S(=O)(=O)N2CCCCC2)cc1NS(=O)(=O)c1ccccc1F | i | i | 4.0 | -3.3
COc1ccc(C(=O)c2ccc3oc(-c4ccc(OC)cc4)c(-c4ccc(O)cc4)c3c2)cc1 | i | i | -2.0 | -0.3
CC(=O)Nc1ccc(C2=CC(=O)C[C@H](c3ccc4c(c3)OCO4)C2)cc1 | i | i | 12.6 | -4.5
Cc1cnc(C(=O)OCC(=O)N2C(C)CCCC2C)cn1 (stereo not given) | i | i | -0.2 | -0.4
COc1cccc(CC(=O)Nc2ccc(S(=O)(=O)N3CCCCC3)cc2)c1 | i | i | -1.5 | 1.6

The list goes on:
SMILES | ANO1 activ | KCNK3 block | Dyrk1A ADPGlo | HDAC3 inh
COc1ccc(NC(=O)COC(=O)CCc2nc3ccccc3c(=O)[nH]2)c(OC)c1 | i | i | 8.8 | 2.6
O=S(=O)(c1ccc2oc(=S)[nH]c2c1)N1CCOCC1 | i | i | 0.3 | 10.3
C#CCOCCOCCOCCNc1nc(N2CCN(C(=O)C([C@@H](C)O)n3cc([C@@H](N)CCCCN)nn3)CC2)nc(N2CCN(C(=O)[C@H](CCCCN)n3cc([C@@H](N)[C@H](C)CC)nn3)CC2)n1 (stereo not given in full) | i | i | 2.9 | -2.4
CNC(C)C(=O)NC(C(=O)N1CCCC1C(=O)NC1CCCc2ccccc21)C(C)C (stereo not given) | i | i | 32.8 | 0.9
Cc1ccc(S(=O)(=O)NCC(=O)OCC(=O)N(C)C2CCCCC2)cc1 | i | i | 2.4 | 7.2
COCCN(C(=O)C1CCCO1)c1c(N)n(CC(C)C)c(=O)[nH]c1=O (stereo not given) | i | i | 2.2 | 6.8
CC(Oc1ccc2c(-c3ccccc3)cc(=O)oc2c1)C(=O)NC(Cc1c[nH]c2ccccc12)C(=O)O (stereo not given) | i | i | -4.4 | 3.8
O=C(CSc1ncnc2sccc12)N1CCN(C(=O)c2cccs2)CC1 | i | i | -0.2 | 0.9
Cc1nn(-c2ccccc2)nc1C(=O)OCC(=O)N1CCCCC1C (stereo not given) | i | i | -2.5 | -19.3
Cc1ccc(CNC(=O)COC(=O)c2ccc(Br)o2)cc1 | i | i | 3.5 | 6.0
CC(NC(=O)c1ccccc1)C(=O)OCn1nnc2ccccc2c1=O (stereo not given) | i | i | 1.3 | -3.7
Cc1ccc(OCCNC(=O)c2cc(C3CC3)nc3c2cnn3C(C)C)cc1 | i | i | 8.2 | 3.2
O=C(CCl)N1CCN(S(=O)(=O)Cc2ccccc2)CC1 | i | i | 2.6 | -3.3
N#CN1CCC(NS(=O)(=O)c2ccc(C(F)(F)F)cc2)CC1 | i | i | 14.4 | -0.2
COc1ccc(OC)c(S(=O)(=O)N2CCN(C(=O)c3cc(C4CC4)nn3-c3ccccc3)CC2)c1 | i | i | -2.0 | 1.6
COc1cc(/C=C(\CCC(=O)O)c2nc3ccccc3s2)ccc1OCC(=O)Nc1c(Cl)cccc1Cl | i | i | -2.7 | 2.2
CN(C)/N=C1\C(=O)N(CN2CCN(c3ccccc3)CC2)c2ccccc21 | i | i | -0.7 | 2.8
CCN(CC)CCCNC(=O)c1ccc(S(=O)(=O)Nc2ccc(C)c(C)c2)cc1 | i | i | 6.9 | 3.7
COC(=O)C1CCN(C(=O)CN2C(=O)NC(CC(C)C)C2=O)CC1 (stereo not given) | i | i | -2.1 | -0.2
Cc1c(CCOC(=O)c2ccc(Cl)cc2Cl)sc[n+]1CC(=O)c1ccccc1 | i | i | 0.2 | 0.2
Cc1cc(NC(=O)COC(=O)Cn2[nH]c(=O)c3ccccc3c2=O)c([N+](=O)[O-])cc1C | i | i | -0.5 | 0.6
Cc1ccc(CNC(=O)COC(=O)C2CC2)cc1 | i | i | -2.8 | -3.0
Cc1cc(NC(=O)CSc2nnc(C(F)(F)F)n2C)no1 | i | i | -2.6 | -1.0
CC(=O)c1ccccc1NC(=O)COc1ccc(N(C)S(=O)(=O)c2ccc(C)c(C)c2)cc1 | i | i | 1.2 | 17.7
O=C(OCC(=O)N1CCN(C(=O)c2ccco2)CC1)c1ccc(Cl)c(Cl)c1 | i | i | 5.4 | -4.1

Going on with the list:
SMILES | ANO1 activ | KCNK3 block | Dyrk1A ADPGlo | HDAC3 inh
Cc1ccc(C)c(OCCC(=O)N(C)CC(=O)Nc2c(C)cccc2C)c1 | i | i | -6.1 | 2.8
COc1ccccc1NS(=O)(=O)c1cccc(C(=O)NCC(c2cccs2)N2CCOCC2)c1 (stereo not given) | i | i | -0.9 | 0.3
CCCN(C(=O)c1cc(S(=O)(=O)N(C)c2ccc(OCC)cc2)ccc1C)C1CCS(=O)(=O)C1 (stereo not given) | i | i | -0.5 | -4.7
C=CCN(Cc1ccc(Cl)s1)C(=O)CNC(=O)CNC(=O)c1ccc(Cl)cc1Cl | i | i | -1.8 | 1.7
COC(=O)C1=C(C)N(Cc2ccccc2)C(=NCc2ccc(OC)cc2)N[C@H]1c1ccccc1 | i | i | 6.4 | -2.5
COc1cc(-c2nc3ccc(C)cn3c2NCc2ccccc2)ccc1-c1cccc(Cl)c1 | i | i | -2.4 | -3.0
COc1ccc(NC(C)C(=O)Nc2cccc(S(=O)(=O)N3CCOCC3)c2)cc1OC (stereo not given) | i | i | 2.0 | 0.4
O=C(NCc1ccccc1CN1CCCC1)c1cccc(S(=O)(=O)Nc2ccc(F)cc2)c1 | i | i | 4.2 | -9.0
CSc1ncccc1C(=O)OC(C)C(=O)Nc1cccc(S(=O)(=O)N2CCOCC2)c1 (stereo not given) | i | i | 1.3 | 0.8
CCCCn1c(N)c(N(CCOC)C(=O)Cn2c(=O)cnc3ccccc32)c(=O)[nH]c1=O | i | i | -5.1 | -0.7
O=C(COC(=O)c1ccc(Br)o1)NC1CCCc2ccccc21 (stereo not given) | i | i | -9.2 | -4.2
Cc1nc(SCC(=O)Nc2ccc(S(=O)(=O)N3CCOCC3)cc2)c2c(C)c(C)sc2n1 | i | i | -4.9 | 5.3
O=C(c1ccc2c(c1)OCO2)N1CCN(S(=O)(=O)c2ccc(Br)cc2Cl)CC1 | i | i | 4.8 | 3.9
O=C(CN1C(=O)C(=O)N(C2CCCC2)C1=O)Nc1ccc(Cl)cc1C(F)(F)F | i | i | 0.3 | 3.7
Cc1cc(C(=O)NNC(=O)C(C)(C)Oc2ccc(Cl)cc2)c(C)o1 | i | i | 1.0 | ?

4 records drawn at random from the list so far:
SMILES | ANO1 activ | KCNK3 block | Dyrk1A ADPGlo | HDAC3 inh
CCCCn1c(N)c(N(CCOC)C(=O)Cn2c(=O)cnc3ccccc32)c(=O)[nH]c1=O | i | i | -5.1 | -0.7
CSc1ncccc1C(=O)OC(C)C(=O)Nc1cccc(S(=O)(=O)N2CCOCC2)c1 (stereo not given) | i | i | 1.3 | 0.8
COC(=O)C1=C(C)N(Cc2ccccc2)C(=NCc2ccc(OC)cc2)N[C@H]1c1ccccc1 | i | i | 6.4 | -2.5
COc1cc(-c2nc3ccc(C)cn3c2NCc2ccccc2)ccc1-c1cccc(Cl)c1 | i | i | -2.4 | -3.0
